# RBX1-CUL1 inh – blocks human RBX1-Cullin-1 di-ubiquitin formation. P62877+Q13616. in vitro K48 di-Ub FRET, acceptor:donor ratio, 45 min. inhibition, % at 10 µM. 0.6% of 140,000 active. AID 1347404; in the data active = inhibition above about 25%
# Target sequence (P62877 whole entry, looked up): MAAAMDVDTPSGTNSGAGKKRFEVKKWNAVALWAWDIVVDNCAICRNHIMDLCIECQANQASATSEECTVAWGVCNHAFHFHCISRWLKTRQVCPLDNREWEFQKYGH
# Target sequence (Q13616 whole entry, looked up): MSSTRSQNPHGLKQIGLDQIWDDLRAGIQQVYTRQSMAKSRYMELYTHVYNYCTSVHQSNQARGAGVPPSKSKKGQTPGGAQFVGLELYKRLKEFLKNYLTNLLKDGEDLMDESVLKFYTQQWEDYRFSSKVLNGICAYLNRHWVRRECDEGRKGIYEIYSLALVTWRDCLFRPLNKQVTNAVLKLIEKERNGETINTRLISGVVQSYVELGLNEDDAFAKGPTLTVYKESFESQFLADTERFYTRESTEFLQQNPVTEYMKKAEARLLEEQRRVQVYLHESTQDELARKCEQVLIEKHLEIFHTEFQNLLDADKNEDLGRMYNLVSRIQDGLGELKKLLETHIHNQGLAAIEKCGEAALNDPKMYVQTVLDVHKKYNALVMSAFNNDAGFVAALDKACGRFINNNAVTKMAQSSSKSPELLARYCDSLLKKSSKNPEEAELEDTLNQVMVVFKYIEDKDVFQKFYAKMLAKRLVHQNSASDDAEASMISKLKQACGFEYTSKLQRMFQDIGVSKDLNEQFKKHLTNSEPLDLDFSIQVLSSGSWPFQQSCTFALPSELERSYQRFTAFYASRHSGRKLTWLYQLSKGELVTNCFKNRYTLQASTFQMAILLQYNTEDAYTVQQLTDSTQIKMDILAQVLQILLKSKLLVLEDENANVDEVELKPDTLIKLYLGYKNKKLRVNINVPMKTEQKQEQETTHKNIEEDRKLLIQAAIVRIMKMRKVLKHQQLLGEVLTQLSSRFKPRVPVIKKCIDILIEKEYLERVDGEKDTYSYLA
# An asterisk follows results filed as active.
RBX1-CUL1 inh	Structure
-4	COc1ccc(NC(=O)C2=CC(c3ccco3)=NS(=O)(=O)N2C)cc1
2	CCOc1ccccc1N(CC)C(=O)c1cc2c(=O)n(CC)c3ccccc3c2s1
-1	CN1CCCC1CCNc1nccc(-c2cnn(C)c2)n1 (stereo unspecified)
12	COC(=O)c1c(NC(=O)C2c3ccccc3Oc3ccccc32)sc(C(=O)Nc2ccccc2OC)c1C
1	CCOC(=O)C(NC(=O)c1cccc(C(F)(F)F)c1)(Nc1sc2c(c1C#N)CCCCC2)C(F)(F)F (stereo unspecified)
4	CC(CNC(=O)C(C)C)NC(=O)C(C)C (stereo unspecified)
1	COCc1ccc(C(=O)Nc2ccc(-c3nc(CNC(=O)c4ccc5ccccc5c4)c(C)o3)cc2)o1
3	Cc1cccc(N2CCN(C(=O)CN3C(=O)COc4ccc(S(=O)(=O)N5CCC(C)CC5)cc43)CC2)c1C
-6	C=CCNCCOc1ccc(C)cc1Br
-7	Cc1nn(-c2ccccc2)c(OC(=O)C(C)(C)C)c1Sc1ccccc1
-14	CCCc1ccc2c(N)c(C(N)=O)sc2n1
1	Cc1ccc2c(c1)c1c(c(=O)n(Cc3ccccc3)c(=O)n1CC(=O)NCc1ccccc1Cl)n2C
13	FC(F)(F)c1cccc(N2CCN(c3nc(-c4ccc(Cl)cc4)cs3)CC2)c1
9	Cc1n[nH]c(C)c1CCN(C)c1nc2nonc2nc1N1CCCC1
-3	CCOc1cc(C2Nc3ccccc3-c3nnc(SCc4ccccc4)nc3O2)ccc1OC (stereo unspecified)
-10	COc1ccc(OC)c(CNS(=O)(=O)c2ccc3c(c2)oc(=O)n3C)c1
-2	O=C(Nc1cccnc1)c1scc2c1OCCO2
6	C=CCNC(=O)c1ccc2c(c1)CC(C)N2S(C)(=O)=O (stereo unspecified)
4	O=C(Nc1cc2c3c(c1)C1CCCC1CN3CC1CCCC21)c1ccc(Br)cc1 (stereo unspecified)
3	Cc1ccc(S(=O)(=O)N/N=C2/C(=O)c3c(C)nn(-c4ccccc4)c3CC2(C)C)cc1
-2	COc1ccc(C)cc1NC(=O)c1ccc2c(c1)nnn2C1CCCC1
6	COC(=O)c1ccc(C(=O)OC)c(NC(=O)c2cccc(I)c2)c1
-1	CC12CCC(C(=O)O)(c3nc4cc(Cl)c(Cl)cc4nc31)C2(C)C (stereo unspecified)
-5	c1cncc(CNCc2cccc3ccccc23)c1
-4	Cc1ccc(NCc2nnc(SCC(=O)Nc3ccccc3)n2C)cc1
-3	CN(CC1CCCN(CCc2ccc(Cl)cc2)C1)C(=O)Cn1cnnn1 (stereo unspecified)
2	Fc1ccc(C2CCc3nnc(-c4ccccc4)n3-c3cc(F)ccc32)cc1 (stereo unspecified)
6	CC(C)(C)c1ccc(C(=O)OCCn2ccnc2)cc1
-3	Cc1ccc2c(N)c(C(=O)Nc3ccc(C(C)(C)C)cc3)sc2n1
3	CCc1ocnc1C(=O)N1CCC(C2CCN(Cc3cccc(F)c3F)CC2)C1 (stereo unspecified)
0	COC(=O)c1ccc(NC(=O)CN(Cc2ccccc2)S(=O)(=O)c2ccc(C)cc2)cc1
4	CCC(CC)C(=O)Oc1ccc(O)c(C(C)(C)C)c1
-6	COc1ccc(/C=C2\N=C(SC3O[C@H](COC(C)=O)[C@@H](OC(C)=O)[C@H](OC(C)=O)[C@H]3OC(C)=O)N(c3ccccc3)C2=O)cc1 (stereo partly specified)
5	Fc1ccc(CSc2nc(SCc3ccc(F)cc3)c3c4c(sc3n2)CCCC4)cc1
13	O=C1C2C(c3ccc(I)cc3)OC3(C(=O)c4ccccc4C3=O)C2C(=O)N1c1ccc([N+](=O)[O-])cc1 (stereo unspecified)
13	CCOc1c(/C=C2\C(=O)NN(c3ccc(Cl)c(Cl)c3)C2=O)cccc1OC
-3	CCc1ccc(OCc2cccc(C(=O)NCc3ccccc3)c2)cc1
7	Cc1cccc(C)c1OCc1cc(C(=O)N2CCC(CCN3CCCC3=O)CC2)no1
-6	C=C1C2(C(=O)Nc3ccc(C(=O)OCC)cc3)CCC(C2)C1(C)C (stereo unspecified)
5	Cc1ccc(S(=O)(=O)NC(=O)N2CCN(c3cc(Cl)ccc3C)CC2)cc1
-11	CSc1ccc(-c2ccc(C(=O)O)c(Cl)n2)cc1
0	O=C(CC1(c2ccccc2)CC(=O)N(CCc2ccccn2)C1=O)N1CCC(Cc2ccccc2)CC1 (stereo unspecified)
5	COc1ccc(CN2CC[C@@H](N3CCCCCC3)[C@H](O)C2)cc1C
0	CCCn1c(C)cn2c3c(=O)n(CC(C)C)c(=O)n(C)c3nc12
0	Cc1cc(OS(C)(=O)=O)ccc1OS(C)(=O)=O
0	Cc1cccc(OCC(=O)Nc2ccc3nc(SCc4ccccc4)sc3c2)c1
3	Cc1cccc(OCC(=O)Nc2ccc(N3CCN(Cc4ccccc4)CC3)cc2)c1
6	C=CCSc1nnc2c(n1)OC(c1c(OC(C)=O)ccc3ccccc13)N(C(C)=O)c1ccccc1-2 (stereo unspecified)

# Part of the list above, tab-delimited:
SMILES	RBX1-CUL1 inh
COc1ccc(/C=C2\N=C(SC3O[C@H](COC(C)=O)[C@@H](OC(C)=O)[C@H](OC(C)=O)[C@H]3OC(C)=O)N(c3ccccc3)C2=O)cc1 (stereo partly specified)	-6
Fc1ccc(CSc2nc(SCc3ccc(F)cc3)c3c4c(sc3n2)CCCC4)cc1	5
O=C1C2C(c3ccc(I)cc3)OC3(C(=O)c4ccccc4C3=O)C2C(=O)N1c1ccc([N+](=O)[O-])cc1 (stereo unspecified)	13
CCOc1c(/C=C2\C(=O)NN(c3ccc(Cl)c(Cl)c3)C2=O)cccc1OC	13
CCc1ccc(OCc2cccc(C(=O)NCc3ccccc3)c2)cc1	-3
Cc1cccc(C)c1OCc1cc(C(=O)N2CCC(CCN3CCCC3=O)CC2)no1	7
C=C1C2(C(=O)Nc3ccc(C(=O)OCC)cc3)CCC(C2)C1(C)C (stereo unspecified)	-6
Cc1ccc(S(=O)(=O)NC(=O)N2CCN(c3cc(Cl)ccc3C)CC2)cc1	5
CSc1ccc(-c2ccc(C(=O)O)c(Cl)n2)cc1	-11
O=C(CC1(c2ccccc2)CC(=O)N(CCc2ccccn2)C1=O)N1CCC(Cc2ccccc2)CC1 (stereo unspecified)	0
COc1ccc(CN2CC[C@@H](N3CCCCCC3)[C@H](O)C2)cc1C	5
CCCn1c(C)cn2c3c(=O)n(CC(C)C)c(=O)n(C)c3nc12	0
Cc1cc(OS(C)(=O)=O)ccc1OS(C)(=O)=O	0
Cc1cccc(OCC(=O)Nc2ccc3nc(SCc4ccccc4)sc3c2)c1	0
Cc1cccc(OCC(=O)Nc2ccc(N3CCN(Cc4ccccc4)CC3)cc2)c1	3
C=CCSc1nnc2c(n1)OC(c1c(OC(C)=O)ccc3ccccc13)N(C(C)=O)c1ccccc1-2 (stereo unspecified)	6

# Next structures follow:
RBX1-CUL1 inh	Structure
11	Cc1nn(Cc2ccc(Cl)cc2Cl)c(C)c1NC(=O)CC12CC3CC(CC(C3)C1)C2
-4	CN(C)C(=O)CCC(=O)N1CCCC(CCc2ccc(F)c(F)c2)C1 (stereo unspecified)
-4	CCCS(=O)(=O)c1c(S(=O)(=O)CCC)c2c3ccccc3ccn2c1C(=O)c1ccc(OC)cc1
7	COc1cccc(CNc2ncnc3onc(C)c23)c1
4	O=C(c1cc(-c2cccnc2)nc2ccccc12)N1CCCC(CO)(Cc2ccccc2)C1 (stereo unspecified)
0	Cc1ccc(NC(=O)NC2CCCC2)cc1Cl
3	O=C(Cc1ccc(Cl)cc1)Nc1ccccc1NC(=O)Cc1ccc(Cl)cc1
5	CCc1cccc(C)c1NC(=O)CN1CCCN(Cc2ccccc2Cl)S1(=O)=O
8	Cn1c2c(c3ccccc31)CC(O)CC2 (stereo unspecified)
1	O=C1CC(CNC(=O)N2CCN(C(c3cccc(Cl)c3)c3ccccc3Cl)CC2)CN1Cc1ccccc1 (stereo unspecified)
15	CCSc1cnn(-c2ccccc2)c(=O)c1SCC
-2	Cc1cc2oc(=O)c(CC(=O)NCCc3ccccc3)c(C)c2c2occ(C(C)(C)C)c12
-14	Cc1ccc2cccc(OC(=O)c3cccc([N+](=O)[O-])c3)c2n1
9	CCOC(=O)Cc1ccc(NC(=O)Nc2nnc(N3CCCCC3C)s2)cc1 (stereo unspecified)
9	CC(=O)c1cc(-c2ccc(F)cc2)n(CCC(=O)Nc2nc3c(C)cccc3s2)c1C
-12	COc1cc(OC)cc(C(=O)Oc2c(Sc3ccccc3)c(C)nn2C(C)(C)C)c1
-9	CCn1c(=O)c2cc(C(=O)Nc3cc(C)c(Cl)cc3OC)sc2c2ccccc21
4	O=[N+]([O-])c1cc(Br)c(-c2ccc(Br)cc2)o1
-1	CC(C)=CCNC(C)c1cnc(-c2ccncc2)nc1C (stereo unspecified)
-9	CCOC(=O)c1cnn2c(C(F)(F)F)cc(C)nc12
7	COC(=O)CN1C(c2cc(OC)c(OC)c(OC)c2)=Nc2ccc(Br)cc2C1c1ccccc1 (stereo unspecified)
-2	Cc1ccc(Cl)cc1NC(=O)N1CCC(CN2CCCCCC2)CC1
-3	Cc1ccc(-n2nnnc2-c2cnc(-c3ccncc3)nc2-c2cccc(F)c2)cc1
6	CCOC(=O)c1cnc(SC)nc1Nc1cc(C)no1
-10	O=[N+]([O-])c1ccc(ON=C2CCCCC2)cc1
-1	Cc1cc(N2CCCC2=O)cc(C)c1S(N)(=O)=O
3	CCOc1c(OC)cccc1C1CC(=O)NC2=C1C(=O)CC(C)(C)C2 (stereo unspecified)
4	O=C(O)CCC(=O)Nc1ccc(Br)c(Cl)c1
1	Cc1c(Cl)cccc1NC(=O)C1CCCN(C(=O)c2cnn(-c3ccccc3)c2-n2cccc2)C1 (stereo unspecified)
5	Cc1sc(NC(=O)C2CC=CCC2C(=O)O)c(C(=O)OC(C)C)c1C (stereo unspecified)
5	CCC(N)(CC)c1cn(C2CCN(C(=O)NC3CCCCCC3)CC2)nn1
-1	Cc1ccc2oc(C(=O)Nc3ccc(S(=O)(=O)Nc4nc(C)cc(C)n4)cc3)cc(=O)c2c1
-2	CC(Sc1nc2ccccc2[nH]1)C(=O)NC1CCCCC1 (stereo unspecified)
7	CSC1=N/C(=C\c2ccc(F)cc2)C(=O)S1
1	O=C1CC(c2ccco2)Cc2nc(Nc3ccccc3)ncc21 (stereo unspecified)
5	COc1cc2c(cc1OC)CN(C(=O)CSC1=NC(C)=C(C(=O)Nc3ccccc3)C(c3cccs3)C1C#N)CC2 (stereo unspecified)
3	CCSc1nnc(-c2ccccc2)n1N
-2	CCOC(=O)c1c(C)nc(-c2ccccc2)nc1N
-14	CCc1nn(CC(=O)NC(C)CC)c(=O)c2cc3c(OC)cccc3n12 (stereo unspecified)
5	COc1cc(NS(=O)(=O)c2ccc(NC(=O)c3ccc(OC)c(Br)c3)cc2)nc(OC)n1
7	Cc1ccccc1-c1nnc(/C=C/c2ccc(F)cc2)o1
-4	COc1ccc(Oc2nc3c(c(=O)n(Cc4ccc(Br)cc4)c(=O)n3C)n2C)cc1
-1	COc1cc(C(=O)Nc2ccc(-c3nc4ccccc4o3)c(O)c2)cc(OC)c1OC
-11	Cc1nn(C(C)C2CC2)c2nc(-c3ccccc3OCC(N)=O)[nH]c12 (stereo unspecified)
-1	CC(C)c1ccc(NC(=O)CN(C)S(=O)(=O)c2cc(Cl)ccc2Cl)cc1
-4	CSc1ncc(C(=O)NCc2ccccc2F)c(-c2ccccc2)n1
-7	Cc1ccc2c(c1C)NC(=O)CC2c1ccc(Cl)cc1Cl (stereo unspecified)
0	CCOc1ccc(CNC(=O)C2CCCN(c3nn4cc(-c5ccc(OC)cc5)nc4s3)C2)cc1 (stereo unspecified)
-2	CCOC(=O)c1cnc2ccc(OC)cc2c1Nc1ccc2c(c1)OCCO2
14	CC(=O)Nc1cccc(NC(=O)c2cccc(Cn3cc(Cl)cn3)c2)c1
-6	CCN(CC)Cc1c(O)ccc2occ(C(=O)c3cc(OC)ccc3OC)c12
0	Oc1c(-c2cccc(Br)c2)c2nc3ccccc3nc2c2ccccc12
4	CC(C)=CC(=O)NCCN1Cc2ccccc2OC(c2ccccc2F)C1 (stereo unspecified)
3	CCC(CC)C(=O)Nc1cccc(C(C)O)c1 (stereo unspecified)
7	O=S(=O)(c1ccccc1)N1CCSC1c1ccc(OCc2ccccc2)cc1 (stereo unspecified)
-1	Cc1ccc(NS(=O)(=O)c2ccc3c(c2)NC(=O)CCS3)c(Br)c1
11	O=C1OC(c2cc(F)c(F)cc2Cl)=N/C1=C/c1cccs1
1	FC(F)(F)c1cccc(-c2nnn3c2nc(NC2CCCCC2)c2ccccc23)c1
-9	CCOC(=O)c1cc(C)n(CC2CCC(C(=O)Nc3ccc(C(=O)OC)cc3)CC2)c1C (stereo unspecified)
18	CCCc1nn(C)c(C(=O)Nc2ccc(C)cc2C)c1Cl

# (cont.)
RBX1-CUL1 inh	Structure
4	S=C(NCc1ccccc1Cl)NC1CCCC1
0	Cc1cccc(CNC(=O)CN2C(=O)CSc3c2c(C)nn3-c2ccccc2)c1
-5	CCc1ccc(CNC(=O)c2nn(-c3ccc(C)cc3)c(=O)c3c2c2ccccc2n3C)cc1
-4	CCN(CC)c1ccc(CNCCN2CCOCC2)cc1
7	Cc1cccc(NC(=O)CCC2CCN(C(=O)C3CCOC3)CC2)c1 (stereo unspecified)
-7	CCCOC(=O)C(C)Oc1ccc2c(=O)c(Oc3ccc(OC)cc3)coc2c1 (stereo unspecified)
0	COc1cccc2c(=O)c3cccc(OC)c3[nH]c12
5	CCOc1cc(C)ccc1S(=O)(=O)N1CCCC1
-9	Cc1ccc(Nc2nc(C)c3c(n2)CCCC3=O)cc1
6	CCOCC(=O)Nc1cccc(C(C)=O)c1
3	O=C(Nc1cccc2ccccc12)c1cnn(-c2ccccc2)c1-c1ccccc1
-1	Cc1c(Cl)cccc1N1C(=O)C2CC(c3ccccc3)=C3C4C=CC(C5C(=O)N(c6cccc(Cl)c6C)C(=O)C45)C3C2C1=O (stereo unspecified)
-6	CCCCNC(=O)c1nnn(-c2ccc(C)cc2)c1CCC
-9	COc1ccc2c(c1)c(=O)c(S(=O)(=O)c1ccc(F)cc1)cn2CC(=O)Nc1ccc(C)cc1C
-6	O=C1CC(c2cc(F)cc(F)c2)Cc2nc(N3CCOCC3)ncc21 (stereo unspecified)
-7	CCS(=O)(=O)Nc1ccccc1Cl
-8	CCc1ccc(CN2C(=O)c3ccccc3C2C(=O)NC2CCCCCC2)cc1 (stereo unspecified)

# High-throughput results (PubChem)

# An excerpt (hit frequency here may not be typical).
